High-throughput results: PubChem BioAssay, National Center for Advancing Translational Sciences (NCATS)
KDM5B inhibitor: KDM5B demethylase inhibition; Q9UGL1; KDM5B demethylase, FDH-coupled NADH fluorescence (FDH is formaldehyde dehydrogenase); Potency, µM (titrated, usually from 57.7 µM), inactives show at the highest dose activity change, negative = inhibition, hits mostly inhibitors; 220,000 compounds, 2.6% hits; AID 1347165; active means well fitted inhibition curve with a large enough effect; inconclusive means small, poorly fitted or top-dose-only effect; inactive means no such curve, though single readings can be large or run the other way; further: 0% is about no effect; nearly all actives have a fitted effect of over 70% in size
Target sequence (Q9UGL1 whole entry, looked up): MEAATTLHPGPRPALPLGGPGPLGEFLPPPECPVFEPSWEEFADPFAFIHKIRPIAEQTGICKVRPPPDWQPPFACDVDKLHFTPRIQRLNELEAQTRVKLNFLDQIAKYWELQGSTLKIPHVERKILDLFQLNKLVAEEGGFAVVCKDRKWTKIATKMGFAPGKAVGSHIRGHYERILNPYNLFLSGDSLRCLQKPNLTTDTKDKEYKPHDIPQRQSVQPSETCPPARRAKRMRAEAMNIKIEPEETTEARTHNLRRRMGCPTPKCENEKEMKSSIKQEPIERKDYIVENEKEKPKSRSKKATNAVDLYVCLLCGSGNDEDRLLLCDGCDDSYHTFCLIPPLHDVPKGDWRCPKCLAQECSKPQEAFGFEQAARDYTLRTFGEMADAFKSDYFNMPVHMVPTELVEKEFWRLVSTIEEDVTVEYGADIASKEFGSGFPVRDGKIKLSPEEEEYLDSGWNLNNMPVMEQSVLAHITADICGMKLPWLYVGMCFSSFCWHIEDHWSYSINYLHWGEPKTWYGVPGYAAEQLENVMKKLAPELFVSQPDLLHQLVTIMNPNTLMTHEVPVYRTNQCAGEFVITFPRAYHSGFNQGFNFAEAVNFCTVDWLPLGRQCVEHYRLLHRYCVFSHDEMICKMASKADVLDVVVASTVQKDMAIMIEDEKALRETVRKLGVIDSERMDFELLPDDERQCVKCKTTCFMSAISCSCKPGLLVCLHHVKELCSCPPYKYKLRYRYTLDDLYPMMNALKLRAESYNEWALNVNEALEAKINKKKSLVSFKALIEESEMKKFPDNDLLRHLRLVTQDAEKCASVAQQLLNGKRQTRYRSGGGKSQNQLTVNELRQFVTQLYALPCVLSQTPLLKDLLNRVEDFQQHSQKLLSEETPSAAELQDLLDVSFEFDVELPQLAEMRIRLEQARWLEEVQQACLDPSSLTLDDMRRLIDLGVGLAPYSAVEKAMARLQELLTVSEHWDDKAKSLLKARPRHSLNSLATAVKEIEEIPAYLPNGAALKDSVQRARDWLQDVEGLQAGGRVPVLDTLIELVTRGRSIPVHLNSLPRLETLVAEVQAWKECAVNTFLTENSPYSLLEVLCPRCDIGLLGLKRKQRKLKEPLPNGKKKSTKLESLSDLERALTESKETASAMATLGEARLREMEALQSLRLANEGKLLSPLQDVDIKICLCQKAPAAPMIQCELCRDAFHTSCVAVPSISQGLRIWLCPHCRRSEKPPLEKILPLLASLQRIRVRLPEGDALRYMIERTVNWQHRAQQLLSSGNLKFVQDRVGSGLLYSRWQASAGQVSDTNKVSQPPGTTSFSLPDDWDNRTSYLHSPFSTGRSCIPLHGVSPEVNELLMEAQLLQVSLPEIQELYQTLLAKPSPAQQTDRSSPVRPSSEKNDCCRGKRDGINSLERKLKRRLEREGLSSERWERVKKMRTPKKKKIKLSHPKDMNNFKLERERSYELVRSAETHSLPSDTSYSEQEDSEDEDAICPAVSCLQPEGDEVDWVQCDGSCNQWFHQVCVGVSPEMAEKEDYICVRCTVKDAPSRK
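Inhibition is measured as reduced NADH fluorescence generation from FDH coupling to formaldehyde release. Truncated KDM5BΔAP at 200 nM final acts on H3K4me3 peptide (12.5 µM in substrate mix) in pH 7.5 HEPES buffer with Tween-20, 30 min, room temperature.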
* marks the source's active call; other numbers are inactive results; i = inactive; ? = inconclusive; [ ] = dose if it differs, or a comment. Potency means the concentration at half of the fitted maximal effect.

structure | KDM5B inhibitor
CCc1nnc([C@@H]2CC(F)(F)CN2C(=O)COc2ccc(F)cc2)o1 | -1%
Cc1cc(=O)oc2cc(OC(C)C(=O)O)c(Cl)cc12 (stereo unspecified) | ?
O=C1CCC(C(=O)N2CC(c3ncc4c(-c5ccc(F)cc5)nccn34)C2)N1 (stereo unspecified) | ?
CC(O)c1cc2n(n1)CCCN(C(=O)c1n[nH]c3c1COCC3)C2 (stereo unspecified) | -11%
CCNC(=S)NNC(=O)C1CC1 | 14%
CCOC(=O)c1c(-c2ccc(C)cc2C)csc1NC(=O)c1ccccc1Cl | -40%
O=C(C1CC1)N1CCC(c2nn(-c3ccc(Cl)cc3)c(=O)[nH]2)CC1 | 17%[86.2 µM]
O=C1CN(CC(=O)N2CCC3(CC2)OCCCC3O)C(=O)N1 (stereo unspecified) | 48%[activator]
CCOc1ccc(NS(=O)(=O)c2c(C)nc3sc(CC)nn3c2=O)cc1 | -22%
O=C(O)CN1C(=O)S/C(=C\c2cccnc2)C1=O | -16%
CCOc1ccc(-c2cc(CCCC(=O)NCCc3ccc(OC)c(OC)c3)no2)cc1 | 0%
COc1ccc(/C=C/C(=O)Oc2ccc(Cl)cc2Cl)cc1 | 2%
CN(Cc1nc2c(n1Cc1ccccc1)C(=O)N(CC1CCOCC1)CCN2)c1ccccc1 | -1%
c1cncc(CN2CC(N3CCc4ccccc43)C2)c1 | ?
Cc1ccc(SCc2nc(-c3ccc(C(=O)NCc4ccc(Cl)cc4)cc3)oc2C)cc1 | 2%
COc1ccccc1CC(=O)N1CCC(Cc2nc(-c3ccc(F)cc3)no2)CC1 | 28%
CN(C)S(=O)(=O)c1ccc(-c2csc(N/N=C/c3ccc(O)cc3)n2)cc1 | -40%
COc1cc(/C=C(/C#N)C(=O)C(C)C)cc(Cl)c1O | ?
CCSc1ncc(Cl)c(C(=O)Nc2nnc(C(C)C)s2)n1 | 14%
O=C(CSc1nnc(N2CCCC2)n1-c1cccc(Cl)c1)Nc1ccc2c(c1)OCCCO2 | 20%
CN1[C@@H](CCC(=O)N2CCc3ccccc32)CNC(=O)[C@@H]2[C@H]1CCN2Cc1ccc(O)cc1 | -7%
O=C(NCC(c1ccccc1)c1c[nH]c2ccccc12)c1cc[n+]([O-])cc1 (stereo unspecified) | 20%
Cc1nnc(CN2CCC(c3nc4ccccc4s3)CC2)o1 | 13%
CCCCCn1nc(C(=O)N2CCC(C)Sc3ccccc32)c2ccccc2c1=O (stereo unspecified) | -2%
COc1cccc2cc(-c3cn4ccccc4n3)c(=O)oc12 | ?
O=C1CO[C@H]2CCN(Cc3ccc4c(c3)CCO4)CC[C@@H]2N1c1ccccc1 | ?
O=C(Oc1ccc(Cl)cc1)c1ccc2ncsc2c1 | -24%
Cc1ccc(OCc2nc(C3CCCN3C(=O)C3CC3)no2)cc1 (stereo unspecified) | -18%
O=c1cc(-c2ccccn2)oc2c(NCc3ccc(F)cc3)nccc12 | ?
O=C(CCc1ncc(-c2ccccc2)o1)Nc1cc(F)cc(F)c1 | ?
Cc1cccc(-n2c(SCC(=O)N(C)CCC#N)nc3ccccc3c2=O)n1 | 20%
O=C(Nc1ccc2oc(-c3ccccc3F)nc2c1)c1ccc(Cl)cc1 | -3%
O=C(N1CC(Oc2cccc(-c3nc(-c4ccccc4)no3)c2)C1)C1(c2ccccc2)CC1 | ?
O=C(CCSCc1ccccc1)N1C[C@@H](CN2CCOCC2)[C@@H](CO)C1 | -25%
NCCCC[C@H](N[C@@H](CCc1ccccc1)C(=O)O)C(=O)N1CCC[C@H]1C(=O)O | 24%
O=C(c1ccno1)N1C[C@@H]2OCC(=O)N(Cc3ccccn3)[C@@H]2C1 | 2%[86.2 µM]
Cc1ccc(C)c(NC(NC(=O)C(C)C)C(Cl)(Cl)Cl)c1 (stereo unspecified) | -26%
CCOC(=O)c1c(C)[nH]c(C=O)c1C | 26%
CCN(CC)S(=O)(=O)c1ccc(C(=O)N2CC(=O)Nc3ccc(F)cc3C2c2ccccc2)cc1 (stereo unspecified) | -4%
CN(C)/C=C1\SC(=S)N(c2ccc(Br)cc2)C1=O | -16%
CCN(CC)CCNC(=O)C1(O)c2cc(Br)ccc2NC(=O)N1c1ccc(Cl)cc1 (stereo unspecified) | 6%
COc1ccccc1N(C)C(=O)Cn1c(=O)oc2cc(S(=O)(=O)N3CCCC3)ccc21 | 0%
O=C(NCCCN=C1NS(=O)(=O)c2ccccc21)c1ccccc1Cl | 24%
CN(CC1CCOCC1)S(=O)(=O)Cc1ccccc1 | -17%
CC(=O)Nc1ccc(N2C(=O)C3C4C=CC(CC4)C3C2=O)cc1 (stereo unspecified) | 38%
COc1ccccc1N1CCN([C@@H]2[C@H](O)[C@H](CO)O[C@@H]2CNC(C)C)CC1 | ?
Cc1cccc(N2CCN(C(=O)CN3C(=O)COc4ccc(S(=O)(=O)N5CCC(C)CC5)cc43)CC2)c1C | 7%
COc1cc(NC(=O)COc2cc(C)cc3oc(=O)cc(C)c23)cc(OC)c1 | -21%
COc1cc(/C=C2/NC(=O)NC2=O)cc(I)c1OCC(=O)O | -10%
Cc1ccc2c(c1)c1c(c(=O)n(Cc3ccccc3)c(=O)n1CC(=O)NCc1ccccc1Cl)n2C | -18%
C=CCOc1ccc(NC(=O)C(C)Oc2ccccc2)cc1 (stereo unspecified) | ?
COC1Cc2ccccc2N(C(N)=O)c2ccccc21 (stereo unspecified) | 20%
Cc1nn(-c2ccccc2)c(OC(=O)C(C)(C)C)c1Sc1ccccc1 | ?
Cc1cc(C(C)(C)C)ccc1OC(=O)c1ccc(CS(C)(=O)=O)cc1 | -3%
CN(C)C(=S)SCCCCC#N | 15%
O=C(O)C1CCc2nnc(C3CCN(S(=O)(=O)CCC(F)(F)F)CC3)n21 (stereo unspecified) | ?
Cc1ccc(C(CNC(=O)c2ccc(NC(=O)OC(C)(C)C)cc2)N2CCOCC2)o1 (stereo unspecified) | 15%
COc1ccc(OC)c(CNS(=O)(=O)c2ccc3c(c2)oc(=O)n3C)c1 | -26%
CCOc1cc(C2Nc3ccccc3-c3nnc(SCc4ccccc4)nc3O2)ccc1OC (stereo unspecified) | 0%
CC(=O)N1CCC(C(=O)Nc2cc(C)ccn2)CC1 | 13%

(cont.)
structure | KDM5B inhibitor
CCc1ccccc1S(=O)(=O)N1CCN(C2CCN(Cc3ccccn3)C2=O)CC1 (stereo unspecified) | -11%
O=C(NCc1ccccn1)C1CCN(c2cc(C3CC(O)C3)ncn2)CC1 (stereo unspecified) | 5%
CCOC(=O)c1cnc2ccccc2c1N1CCC(CNC(C)=O)CC1 | -1%
O=C(c1ccccc1)N1CCC2(CN[S+](=O)([O-])c3ccccc3N2)C1 (stereo unspecified) | -14%
CCc1cccc(NC(=O)CSc2nccn2C)c1 | -5%
Cc1nc(-n2nc(C)c(Cl)c2C)sc1C(=O)N1CCCCC1 | 10%
Cc1noc(C)c1C(=O)N1CCC2(CC1)CN(C(=O)N(C)C)Cc1ccccc1O2 | 2%[115 µM]
Nc1nc(CNC(c2ccccc2)c2ccccc2)nc(Nc2ccccc2)n1 | -9%
COc1ccc(NC(=O)C2=CC(c3ccco3)=NS(=O)(=O)N2C)cc1 | -28%
COc1cccc(N2CC(C(=O)NCC(F)F)NC2=O)c1 (stereo unspecified) | -8%[86.2 µM]
CCOc1ccccc1N(CC)C(=O)c1cc2c(=O)n(CC)c3ccccc3c2s1 | ?
O=C(c1sccc1-c1ccccc1)N1CCN(S(=O)(=O)c2ccc(F)cc2F)CC1 | 11%

Taken from above.
CCc1cccc(NC(=O)CSc2nccn2C)c1 | KDM5B inhibitor: -5%
O=C(c1sccc1-c1ccccc1)N1CCN(S(=O)(=O)c2ccc(F)cc2F)CC1 | KDM5B inhibitor: 11%
Cc1nc(-n2nc(C)c(Cl)c2C)sc1C(=O)N1CCCCC1 | KDM5B inhibitor: 10%
COc1ccc(NC(=O)C2=CC(c3ccco3)=NS(=O)(=O)N2C)cc1 | KDM5B inhibitor: -28%

Following part
structure | KDM5B inhibitor
Cc1oc(-c2ccccc2)nc1CC(=O)Nc1ccc(OCC(F)(F)F)cc1 | 5%
COc1cc(C(C)=O)ccc1OCc1ccc(F)cc1Cl | -1%
COCCn1nc2n(c1=O)CCN(Cc1cccc(OC)n1)CC2 | -37%
CCCC(=O)NNC(=O)CC(=O)Nc1ccccc1C(=O)O | -14%
O=C(O)c1ccccc1-n1cccc1C(=O)O | -14%
NC(=O)c1cn(CC(=O)NCCc2cccc3ccccc23)c2ccccc12 | 14%
Cc1nc(-c2ccc(NC(=O)C3CC3)cc2)cs1 | 12%
O=C(c1ccco1)N1CCN(C(=S)Nc2ccc(F)c(Cl)c2)CC1 | 26%
C(#Cc1ccccc1)C[N+]1(CC#Cc2ccc(C#CC[N+]3(CC#Cc4ccccc4)CCOCC3)cc2)CCOCC1 | ?
CCCCn1c(=O)[nH]c2cccnc21 | -25%[115 µM]
COc1ccccc1-c1cn2c(n1)CO[C@@H](CNC(=O)c1ccc(F)cc1)C2 | 5%[86.2 µM]
O=S(=O)(c1cccc(F)c1)N1CCC(N2CCOCC2)CC1 | 4%

3 compounds picked at random from those above, as already listed:
structure | KDM5B inhibitor
CCCC(=O)NNC(=O)CC(=O)Nc1ccccc1C(=O)O | -14%
C(#Cc1ccccc1)C[N+]1(CC#Cc2ccc(C#CC[N+]3(CC#Cc4ccccc4)CCOCC3)cc2)CCOCC1 | ?
Cc1nc(-c2ccc(NC(=O)C3CC3)cc2)cs1 | 12%

Later entries.
structure | KDM5B inhibitor
CCOc1ccc(OCC)c(NC(=O)c2nc3ccccc3nc2N2CCCCC2)c1 | 25%
CCc1ocnc1C(=O)N1CCC(C2CCN(Cc3cccc(F)c3F)CC2)C1 (stereo unspecified) | 23%
Cc1ccc(OCC(=O)Nc2cccc3cccnc23)cc1C | -8%
C[C@H](O)[C@@H]1CN2CCc3c([nH]c4c(-c5ccc6c(c5)OCO6)cccc34)[C@@H]2C[C@@H]1N(C)C(=O)Nc1ccccc1 | ?
O=S(=O)(NCCc1coc(-c2ccccc2)n1)c1ccccc1 | 11%
COc1ccc(C(=O)/C=C/c2cccc(F)c2)cc1CSCC(=O)O | -5%
CN1CCOc2c(C(=O)NCCc3cnc[nH]3)cc(-c3ccccc3)cc21 | 32µM*
COc1ccc(-c2cc(N3CCCC(NC(=O)c4ccc(C)cc4)C3)n[nH]2)cc1 (stereo unspecified) | ?
CC1=C(c2ccc(Cl)cc2)[N+](=O)C(C)(c2ccccc2)N1[O-] (stereo unspecified) | ?
CCC1(CC)Cc2ccccc2C(=O)N1 | 1%
CCCN1CNC(=S)N(c2ccc(C)cc2C)C1 | 35%
CO[C@H]1C(=O)N(C2CCN(Cc3scnc3C)CC2)[C@H]1c1ccncc1 | 1%
COc1ccc(C)c2sc(NC(=O)c3cccc(N4C(=O)CCC4=O)c3)nc12 | ?
O=C(C[C@@H]1O[C@H](CNC(=O)C2CC2)[C@@H](O)[C@H]1O)NCCN1CCOCC1 | 9%[86.2 µM]
CO[C@H]1C(=O)N(C(C)C)[C@H]1C1CCN(C(=O)c2ccc(Cn3nc(C)cc3C)o2)CC1 | -2%
COC(=O)c1ccccc1NC(=O)CNCCc1ccc(OC)c(OC)c1 | ?
CN(CCc1ccccn1)c1ccc([N+](=O)[O-])cn1 | 20%
COc1ccc(C)cc1NC(=O)c1ccc2c(c1)nnn2C1CCCC1 | ?
Cc1ccc(-c2nc(Cn3c(-c4ccccc4)nc(C)c(CCO)c3=O)c(C)o2)cc1 | -19%
COC(=O)c1ccc(COC(=O)CC23CC4CC(CC(O)(C4)C2)C3)cc1 | 3%
CC(C)C1CN(c2cncc(C(=O)N3CCCC3)n2)CCC(=O)N1CC1CC1 (stereo unspecified) | 28µM*
CC(C)NS(=O)(=O)c1ccc2c(c1)nc(CCC(N)=O)n2C(C)C | 7%
CCOCC(=O)N1CCC(O)(c2ccccc2)[C@H](N2CCCC2)C1 (stereo partly specified) | 10µM*
COCCOc1cc(C)c2c(c1C)C[C@H]([C@H](C)C(=O)NC1CCCC1)CC2 | -19%[86.2 µM]
c1ccc(-c2nnc3n2CCN(Cc2ccsc2)C3)cc1 | -8%[149 µM]
CCOC(=O)C1=C(N)Oc2cc(O)ccc2C1c1ccc(Br)cc1 (stereo unspecified) | 3%
CCn1cc(CN2CCCCCNC(=O)[C@@H]3CCC[C@@H]32)cn1 | ?
COc1ccc(C(=O)Nc2nc(C)c(C(=O)N(C)C)s2)c(OC)c1 | -17%
CCCCCn1nc(C(=O)Nc2cccc(C(C)=O)c2)c2ccccc2c1=O | ?
O=C(Cc1ccccc1F)Nc1ccccc1N1CCCC1 | -20%
COc1cccc(CNc2ncnc3onc(C)c23)c1 | -10%
CCOc1ccc(N2C(=O)c3ccccc3NC2(CC)CC)cc1 | ?
Cc1noc2c(NCCc3ccccn3)cc(-c3ccccn3)nc12 | -20%[86.2 µM]
Cc1ccc(Cl)cc1Nc1nnc(C(C)(C)C)c(=O)[nH]1 | 12%
CCc1cccc(C)c1NC(=O)CN1CCCN(Cc2ccccc2Cl)S1(=O)=O | -4%
CC(C)S(=O)(=O)N1CC(Oc2ccc(-c3noc(-c4cccnc4)n3)cc2)C1 | 28µM*
CCN(CC)c1cc(CCC(=O)NCc2cc(OC)ccc2OC)ccn1 | 14µM*
Cc1cc(C)cc(NC(=O)CC(=O)N2CCN(C)C3(CCN(C)CC3)C2)c1 | 8%
Fc1ccccc1CSCCNC(=S)Nc1ccccc1 | -15%
Cc1noc(/C=C\c2ccc(S(=O)(=O)N3CCOCC3)cc2)c1NC(=O)C1CC1 | i
O=C(NCc1ccc(F)cc1)c1n[nH]c(=O)c2ccccc12 | 13%
N#Cc1nc(-c2ccco2)oc1N1CCN(CC(=O)N2CCOCC2)CC1 | ?

These rows are one share of the data; the hit share may differ from the screen's.
